# PAX8 inh HTS: lowers PAX8-driven luciferase in RMG-I cells; RMG-I TPO-luciferase reporter, SteadyGlo, 24 h; inhibition, % at 12.6 µM; 360,000 tested, 1.2% active; AID 652154;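 active = mean replicate inhibition at least 60% with every replicate also reaching 60%; inconclusive = only one of the two criteria is met; inactive = mean below 60% and not all replicates reaching 60%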;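 note: luciferase light reporting Pax8 driven TPO promoter activity; plate controls were median of neutral control wells for no effect and mitoxantrone controls for full effect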
# INS-1E GSIS act: GLuc luminescence reporter in INS-1E cells, primary screen for activators of glucose-dependent secretion of insulin; INS-1E GLuc reporter insulin secretion, 2-3 h; activation, % at 16.6 µM; 370,000 tested, 0.61% active;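 active = lowest replicate activation of at least 40%, so every replicate reaches that level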;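 note: 0% = median of neutral control wells and 100% = median of IBMX positive control wells; some compounds called inactive have numbers as strong as hits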
# EWS-Fli block: inhibitors of EWS/Fli oncoprotein transcriptional activity; A673 NR0B1-luciferase reporter, viability-normalised; inhibition, % at 12.6 µM; 350,000 tested, 0.67% active; AID 651661;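 active = mean inhibition of at least 50% after viability correction, with every replicate also passing that limit; inconclusive = mean reaches 50% but only one of two replicates passes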;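 note: firefly luciferase signal divided by Alamar Blue viability fluorescence both relative to DMSO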
# miR122 inh: inhibitors of miR-122 in Huh7 cells; Huh7 miR-122 Renilla luciferase sensor, 48 h; neutral wells = 0, positive control = 100; activation (reporter increase), % at 12.5 µM; 340,000 tested, 0.3% active; AID 602342;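 active = mean replicate activation score at least 90 and every replicate individually at or above 90; inconclusive = only one of the two criteria met; inactive = neither criterion met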;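 note: higher luciferase means less miR-122 activity so hits act as miR-122 inhibitors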
# FN deposition inh: fibronectin deposition inhibition | inhibition, % at 12.6 µM | AH1F fibroblasts, Alexa488-fibronectin deposition fluorescence, overnight | 350,000 tested, 0.086% active;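 active = mean inhibition across replicates of 30% or more, regardless of how many single replicates reach that level; inconclusive = mean under 30% yet at least half of replicates reach 30%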;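 note: positive control wells lacked labelled fibronectin entirely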
#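 Material – AH1F fibroblast monolayer, labelled fibronectin deposition · Reagent – labelled fibronectin 24 nM · Timing – 1 h adhesion, overnight exposure · Measured by – fluorescence at 485 nm excitation, 525 nm emission · Read-out – inhibition of fibronectin deposition signal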
# CFTR F508del cor: CFTR F508del correction in bronchial cells. CFBE cells, YFP halide quenching; stimulated with forskolin plus potentiator P3; % fluorescence drop versus neutral controls. activity (quench increase), % at 7.58 µM. AID 720511. 350,000 tested, 0.36% active;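 active = mean added fluorescence quench of at least 8% versus neutral control, with both replicates also reaching 8%; inconclusive = only one of the mean or replicate conditions met; inactive = mean below 8% and not both replicates reaching 8%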;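 note: cells transiently co-express mutant CFTR-F508del with the halide-sensitive YFP; corrector assay measuring rescue of mutant channel to the surface after 24 h compound exposure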
# DENV2 CPE rescue: DENV2-induced cell death inhibition; DENV2-infected cells, cytopathic effect rescue, plate reader; CPE inhibition, % at 9.99 µM; 350,000 tested, 1.7% active; AID 651640; in the data active = CPE inhibition above about 20%, passing the limit was not always enough; inconclusive = no clear call, values can overlap the other calls; tested in BHK-21 cells;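 note: 0% = median of neutral control wells and 100% = median of positive control wells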
# * marks the source's active call; other numbers are inactive results; u = inconclusive; x = no result given; & = joins results of further samples; [ ] = remark or other dose.
SMILES,PAX8 inh HTS,INS-1E GSIS act,EWS-Fli block,miR122 inh,FN deposition inh,CFTR F508del cor,DENV2 CPE rescue
Fc1ccccc1OCCCCN1CCCCC1,-6,6,2,-4,7,-7.5,3
COc1ccc(S(=O)(=O)N(C)C[C@@H]2Oc3cc(C4=CCCC4)ccc3S(=O)(=O)N([C@@H](C)CO)C[C@@H]2C)cc1,x,-32,27,61[16.7 µM],-1,0.8,3
COc1ccc(CCNCC(=O)Nc2ccc(C)c(S(=O)(=O)N(C)C)c2)cc1,33,-10,-8,8,7,-2.7,3
CC(C)C[C@H]1CNC(=S)N1CC1CCCN1C[C@H](CC(C)C)N1C[C@H](CC(C)C)N(CCc2ccccc2)C1=S (stereo partly drawn),-8,-15,13,6,5,4.1,1
C[C@H]1CCCCO[C@H](CN(C)Cc2ccc(C(F)(F)F)cc2)[C@@H](C)CN([C@@H](C)CO)C(=O)c2cc(NC(=O)Nc3ccccc3)ccc2O1,60,-29,65*,-3[16.7 µM],-6,-2.6,-6
CCCC#Cc1ccc2c(c1)O[C@@H](CN(C)S(=O)(=O)c1cccc(F)c1)[C@H](C)CN([C@H](C)CO)S2(=O)=O,x,-15,32,5[16.7 µM],x,3.6,6
CNC[C@@H]1Oc2cc(C#CC3(O)CCCC3)ccc2S(=O)(=O)N([C@H](C)CO)C[C@H]1C,17,7,4,18[16.7 µM],8,0.4,-1
COc1ccc(NC(=O)COc2cccc(-n3cnnn3)c2)cc1Cl,0,-1,-3,-3,6,3.2,u
CCC(C)NC(=O)CSc1ncnc2sccc12 (stereo not drawn),-6,-9,-5,-11,-5,-2.7,-5
COC(=O)Cc1nnn2c1[C@H](C)[C@@H](OC)c1cc(Br)ccc1-2,-1,x,-3,x,-2,-0.8,-4
CCOC(=O)N1CCN(C(=O)c2ccc(S(=O)(=O)NCc3ccco3)cc2)CC1,-4,-6,-7,4,0,1.2,-2
O=C(O)CNS(=O)(=O)c1ccc2c3c(cccc13)C(=O)N2,3,6,19,6,-3,-4.1,9
Cc1ccc(C)c(Nc2cc(C)nc3ccccc23)c1,21,29,12,-7,-14,0.2,-3
NS(=O)(=O)c1ccc(CCNC(=O)CNC(=O)c2ccc(Oc3ccccc3)cc2)cc1,-17,-4,1,-13,4,-0.4,1
Cc1cccc(NC(=O)c2cc(-c3cccnc3)nc3c(C)cccc23)n1,18,13,x,x,x,-2.7,5

# Some of these compounds in order of their number in INS-1E GSIS act, lowest first.
Molecule	INS-1E GSIS act
COc1ccc(CCNCC(=O)Nc2ccc(C)c(S(=O)(=O)N(C)C)c2)cc1	-10
CCC(C)NC(=O)CSc1ncnc2sccc12 (stereo not drawn)	-9
CCOC(=O)N1CCN(C(=O)c2ccc(S(=O)(=O)NCc3ccco3)cc2)CC1	-6

# An excerpt from above with just FN deposition inh, INS-1E GSIS act and PAX8 inh HTS.
SMILES,FN deposition inh,INS-1E GSIS act,PAX8 inh HTS
CC(C)C[C@H]1CNC(=S)N1CC1CCCN1C[C@H](CC(C)C)N1C[C@H](CC(C)C)N(CCc2ccccc2)C1=S (stereo partly drawn),5,-15,-8
C[C@H]1CCCCO[C@H](CN(C)Cc2ccc(C(F)(F)F)cc2)[C@@H](C)CN([C@@H](C)CO)C(=O)c2cc(NC(=O)Nc3ccccc3)ccc2O1,-6,-29,60
CCCC#Cc1ccc2c(c1)O[C@@H](CN(C)S(=O)(=O)c1cccc(F)c1)[C@H](C)CN([C@H](C)CO)S2(=O)=O,x,-15,x

# Following part:
SMILES,PAX8 inh HTS,INS-1E GSIS act,EWS-Fli block,miR122 inh,FN deposition inh,CFTR F508del cor,DENV2 CPE rescue
CN(C)CC(=O)N[C@@H]1CC[C@@H](CCn2cc(C3CC3)nn2)O[C@H]1CO,-8,9,4,x,8,1.1,14
COc1ccc(NC(=S)NNC(=O)Cn2nc(C(F)F)cc2C(F)F)cc1,10,9,-9,5,0,x,-4
O=C(NN=Cc1ccccc1C(=O)O)c1cccc(S(=O)(=O)Nc2cccc(C(F)(F)F)c2)c1,-17,-9,4,0,-5,-2.3,6
O=C(c1cnccn1)N1CC(=O)N2[C@H](C1)[C@@H](c1ccc(/C=C/c3ccccc3)cc1)[C@@H]2CO,0,25,10,x,3,-2.6,-1
CN1C[C@@H]2[C@H](c3ccccc31)[C@@H](CO)N2C(=O)C1CCOCC1,-14,2,-2,29[16.7 µM],4,1.0,15
O=C(CSc1nc2ccccc2c(=O)n1CCCN1CCOCC1)Nc1ccc2c(c1)OCO2,-8,-2,-10,x,1,x,-4
CC1=C(C(=O)Nc2cccnc2)C(c2ccc(C(C)C)cc2)n2ncnc2N1 (stereo not drawn),-5,x,5,-3,5,3.1,-4
C[C@H](CO)N1C[C@H](C)[C@@H](CN(C)S(=O)(=O)c2ccc(Cl)cc2)OCc2cnnn2CCCC1=O,4&7&8,3&-5,-1&2&-2,-2,4&-2,0.5&1.0&-1.3,-12&9
COc1ccccc1N(C)S(=O)(=O)c1ccc(C(=O)OC(C)C(=O)NCc2ccc3c(c2)OCO3)cc1 (stereo not drawn),14,x,10,x,7,-1.4,0
COc1ccc2c3c(n(C)c2c1)[C@H](CO)N(C(=O)NC(C)C)CC31CN(CC2CC2)C1,-2,12,-10,x,x,1.6,6
C[C@H](CO)N1C[C@H](C)[C@@H](CN(C)Cc2ccc3c(c2)OCO3)Oc2ccc(NC(=O)CCN3CCOCC3)cc2CC1=O,-4,-13,-2,3[16.7 µM],x,-1.8,-4
CCOC(=O)C1Nc2ccc(C)cc2C2C=CCC12 (stereo not drawn),-10,x,10,x,-16,-1.1,1
COc1ccc(CN2C[C@H](O)COC[C@H]3O[C@H](CC(=O)NCc4ccccc4Cl)CC[C@@H]32)cc1,2,-5,2,3[16.7 µM],-10,3.4,-1
C[C@@H]1CN([C@@H](C)CO)S(=O)(=O)c2ccc(Br)cc2O[C@H]1CN(C)Cc1cccnc1,x,-11,12,x,-2,0.7,-5
CCCN1[C@@H]2c3ccc(C4=CCCCC4)c(=O)n3C[C@H]1[C@H](CO)[C@H]2C(=O)Nc1ccccc1,x,-24,3,x,x,x,7

# 5 entries drawn at random from the list so far, as already listed:
SMILES,PAX8 inh HTS,INS-1E GSIS act,EWS-Fli block,miR122 inh,FN deposition inh,CFTR F508del cor,DENV2 CPE rescue
COc1ccc(NC(=S)NNC(=O)Cn2nc(C(F)F)cc2C(F)F)cc1,10,9,-9,5,0,x,-4
C[C@H](CO)N1C[C@H](C)[C@@H](CN(C)S(=O)(=O)c2ccc(Cl)cc2)OCc2cnnn2CCCC1=O,4&7&8,3&-5,-1&2&-2,-2,4&-2,0.5&1.0&-1.3,-12&9
O=C(CSc1nc2ccccc2c(=O)n1CCCN1CCOCC1)Nc1ccc2c(c1)OCO2,-8,-2,-10,x,1,x,-4
COc1ccc2c3c(n(C)c2c1)[C@H](CO)N(C(=O)NC(C)C)CC31CN(CC2CC2)C1,-2,12,-10,x,x,1.6,6
CN1C[C@@H]2[C@H](c3ccccc31)[C@@H](CO)N2C(=O)C1CCOCC1,-14,2,-2,29[16.7 µM],4,1.0,15

# The results go on:
SMILES,PAX8 inh HTS,INS-1E GSIS act,EWS-Fli block,miR122 inh,FN deposition inh,CFTR F508del cor,DENV2 CPE rescue
CCC(CC)NC(=O)CN(c1ccccc1OC)S(=O)(=O)c1cccs1,-5,-11,2,0,0,1.6,-1
N#CC(c1ccc(N)cc1)C(CC(=O)c1ccccc1)c1ccccc1 (stereo not drawn),-88,0,-66,-3,3,-1.5,3
Cc1cc(-n2cc(Br)c(=O)[nH]c2=O)nc(-c2ccccc2)n1,-3,6,2,-5,16,5.3,19
COc1c(C=O)c2c(c(OC)c1OC)-c1ccc(OC)c(=O)cc1C(NC(C)=O)CC2 (stereo not drawn),87*,-7,42,x,-5,11*,-2
COc1ccc(-c2cc(C(F)F)n3ncc(C(=O)Nc4cccc(S(=O)(=O)N5CCOCC5)c4)c3n2)cc1,8,0,16,x,-12,0.8,-4
COc1ccc(C2=NOC(C)(c3nnc(-c4ccc(F)cc4)o3)C2)cc1 (stereo not drawn),-19,-13,-14,-1,-3,1.4,x
C=CCN1C(=O)c2ccccc2C1(O)Cc1ccccc1 (stereo not drawn),-2,5,1,x,0,x,-2
COc1ccc(-c2csc3nc[nH]c(=O)c23)cc1OC,4,40,-6,-8,-1,-0.6,-2
Fc1cccc(CN2[C@@H]3CNC[C@H]2C3c2ccc(-c3cccnc3)cc2)c1 (stereo partly drawn),-3,-2,1,x,1,-2.2,8
O=C(NC(Cc1ccccc1)c1ccc2c(c1)OCCCO2)c1ccc(F)cc1 (stereo not drawn),x,-18,x,18,3,x,x
O=C(OCC(=O)N1CCCC1)c1ccc(S(=O)(=O)Nc2ccccc2)cc1,-9,-5,-6,-1,0,1.3,-4
COc1ccc2c(CC(=O)Nc3ccc(OC)nc3)coc2c1,-34,0,-1,0,7,-1.6,2
CC1(C)OC(=O)C(=CNC(Cc2c[nH]c3ccccc23)C(=O)O)C(=O)O1 (stereo not drawn),x,25,x,-5,-6,x,x
CC(C)CC#Cc1ccc([C@@H]2[C@H](CO)N3CCCCN(C(=O)c4ccc5c(c4)OCO5)C[C@@H]23)cc1,-1,-19,14,-4[16.7 µM],x,3.4,3
FC(F)(F)c1ccccc1NC(=S)Nc1ccccc1,2,-3,6,12,0,3.4,-5
CCCN1CCN(CC(=O)Nc2nnc(CC)s2)CC1,5,4,-11,-4,-1,-0.4,1
C[C@H]1CN([C@@H](C)CO)C(=O)c2cc(NC(=O)Nc3ccc4c(c3)OCO4)ccc2O[C@@H]1CN(C)Cc1ccc(Cl)c(Cl)c1,x,-31,-10,-1[16.7 µM],x,-0.9,2
C[C@@H]1CN([C@H](C)CO)C(=O)Cc2cc(NC(=O)NC3CCCCC3)ccc2O[C@H]1CN(C)C(=O)Nc1ccccc1,-31,5,-1,4[16.7 µM],x,-1.3,-6
CCOCCCNC(=O)C1CCCN(S(=O)(=O)c2cccc3nsnc23)C1 (stereo not drawn),-2,12,x,-3,0,-1.9,-1
CCOc1ccc(NC(=O)CSc2nnc(C)n2CC2CCCO2)cc1 (stereo not drawn),8,x,x,43,1,x,x
CCN(CC(=O)NC1CC1)S(=O)(=O)c1ccccc1,4,7,4,x,-1,-3.1,2
NC(=O)CSc1nc2ccccc2nc1SCC(N)=O,17,23,3,x,7,-4.4,6
CN(C)S(=O)(=O)c1ccc(N2CCCC2)c(C(=O)NC(c2ccccc2)c2ccccc2)c1,24,x,x,23,11,x,x
Cc1cc(Cl)c2oc(C(=O)NC3CCC(O)CC3)c(C)c2c1 (stereo not drawn),-40,9,-74,0,6,1.1,-2
C[C@H]1CN([C@@H](C)CO)C(=O)c2cc(NC(=O)CCN3CCOCC3)ccc2O[C@H]1CN(C)S(=O)(=O)c1cccs1,-9,11,-7,-7[16.7 µM],-4,-3.3,-6
O=C(CCc1ccc(S(=O)(=O)NC2CCCCC2)cc1)NCc1ccccn1,-5,-21,-6,12,-19,-0.1,-9
COc1ccc(Cl)cc1S(=O)(=O)N1CCN(Cc2ccc3c(c2)OCO3)CC1,-4,x,x,18,1,x,x
CC(C)COc1ccc(C(=O)N/N=C/c2ccoc2)cc1,-51,3,x,-9,x,-0.2,9
CCOC(=O)c1oc2ccccc2c1COC(=O)CNC(=O)c1cccc(C)c1,-23,3,1,x,8,1.5,-8
O=C(CN(C(=O)CCC(=O)Nc1nccs1)c1cccc(C(F)(F)F)c1)NCC1CCCO1 (stereo not drawn),-5,10,-1,x,-5,2.9,8
CC(C)c1c(O)ccc2c1CC[C@H]1C(C)(C)CCC[C@]21C,-9,x,32,27,-3,9.0*,0
COc1ccc(-c2ccc([C@H]3[C@@H]4C=CCC[C@@]4(C)C(=O)N3Cc3ccccc3)c(F)c2)cc1,8,0,13,-16,4,1.0,-14
O=C(CN1C(=O)c2cccc3cccc1c23)N1CCN(c2ccccc2)CC1,9,x,x,-2,2,x,x

# Assay outcomes (PubChem BioAssay)
